Compound activity as filed in PubChem.
INS-1E ATP HTS: INS-1E beta cell protection from cytokine death; INS-1E cytokine-induced death, ATP luminescence, 48 h; normalised: neutral wells 0, positive control 100; protection from cytokine-induced ATP loss, % at 10 µM; 20,000 compounds, 0.1% hits;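 active = mean replicate protection from cytokine-induced ATP loss at least 50% and at least 75% of replicates each reaching 50%; inconclusive = meets only one of the two criteria, mean or replicate share; inactive = fails both the mean and replicate share criteria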
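Test system: INS-1E rat cells | Quantity: 8000 cells per well | Medium: Phenol-red-free RPMI with 5% fetal bovine serum | Reagent: Cytokine cocktail of IFN-γ, TNF-α and IL-1β | Doses: One compound concentration, pin transfer | Timing: 48 h co-treatment, 10 min post-lysis read | Technique: Luminescent ATP assay (CellTiter-Glo)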
T cruzi HTS: blocks T. cruzi growth inside host cells; intracellular Trypanosoma cruzi in host cells, plate reader; activity score (inhibition), % at 5.01 µM; 22,000 compounds, 4.9% hits; AID 651903; in the data active = activity score above about 55%; inconclusive = no clear call, values can overlap the other calls;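 also: parasites and compound incubated about four days before reading; 0% = median of neutral control wells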
The depositor's hits bear a star; u = inconclusive; x = not tested or not shown. Compounds as they come, and some 5.6% of all compounds hit somewhere here.

SMILES	INS-1E ATP HTS	T cruzi HTS
C[C@@H]1CN([C@@H](C)CO)C(=O)Cc2cc(NS(=O)(=O)c3ccc(F)cc3)ccc2O[C@@H]1CN(C)Cc1ccc2c(c1)OCO2	-1.4	9.3
C[C@@H]1CCCCO[C@H](CN(C)S(C)(=O)=O)[C@@H](C)CN([C@H](C)CO)C(=O)c2cc(NS(C)(=O)=O)ccc2O1	1.9	6.8
C[C@H]1CN([C@@H](C)CO)C(=O)c2cc(NS(C)(=O)=O)ccc2O[C@H]1CN(C)Cc1ccc(-c2ccccc2)cc1	-7.6	3.3
C[C@H]1CN([C@@H](C)CO)C(=O)c2cccc(NS(=O)(=O)c3ccccc3)c2O[C@H]1CN(C)Cc1ccc(Oc2ccccc2)cc1	-12.0	59.5
C[C@H]1CN([C@@H](C)CO)C(=O)c2cccc(N(C)C)c2O[C@@H]1CN(C)S(=O)(=O)c1cccs1	9.1	6.1
C[C@H](CO)N1C[C@H](C)[C@H](CN(C)Cc2ccccc2C(=O)O)OCc2cn(nn2)CCCC1=O	x	-24.2
C[C@H]1CN([C@@H](C)CO)C(=O)c2cccc(NC(=O)Nc3ccc(F)cc3)c2O[C@H]1CN(C)Cc1ccc(C(=O)O)cc1	-1.6	-15.5
CC(C)(C)OC(=O)N1CCC[C@H]1/C=N/NC(=O)c1ccccc1O	-1.6	-8.3
C[C@H]1CN([C@@H](C)CO)C(=O)c2cc(NC(=O)Nc3ccc(F)cc3)ccc2O[C@@H]1CN(C)Cc1ccncc1	-2.7	2.2
C[C@@H]1CN([C@H](C)CO)C(=O)Cc2cc(NC(=O)c3ccncc3)ccc2O[C@H]1CN(C)Cc1ccc2c(c1)OCO2	3.3	-13.2
C[C@H]1CN([C@@H](C)CO)C(=O)c2cccc(NC(=O)C3CCCCC3)c2O[C@@H]1CN(C)Cc1ccc(Cl)c(Cl)c1	-57.1	47.2
Cc1cc(C(=O)Nc2cccc3c2O[C@H](CN(C)C(=O)Nc2ccc4c(c2)OCO4)[C@@H](C)CN([C@H](C)CO)C3=O)n(C)n1	1.4	-72.6
Cc1noc(C)c1NC(=O)Nc1ccc2c(c1)C(=O)N([C@@H](C)CO)C[C@H](C)[C@H](CN(C)S(C)(=O)=O)O2	4.4	-5.3
C[C@@H]1CN([C@@H](C)CO)C(=O)c2cc(NS(=O)(=O)c3ccc(F)cc3)ccc2O[C@H]1CN(C)C(=O)Nc1ccc2c(c1)OCO2	-5.3	4.3
C[C@@H]1CCCCO[C@H](CN(C)S(C)(=O)=O)[C@@H](C)CN([C@H](C)CO)C(=O)c2cc(NC(=O)Nc3cccc4ccccc34)ccc2O1	9.5	5.5
C[C@H]1CN([C@@H](C)CO)C(=O)c2cc(NS(=O)(=O)c3cn(C)cn3)ccc2O[C@H]1CN(C)CC1CCCCC1	x	-11.1
C[C@@H]1CN([C@@H](C)CO)C(=O)CCCn2nncc2CO[C@H]1CN(C)S(=O)(=O)c1ccc(F)cc1	x	6.1
C[C@H]1CN([C@@H](C)CO)C(=O)c2cc(NC(=O)c3ccncc3)ccc2O[C@H]1CN(C)CC1CCCCC1	-2.9	-5.2
Cc1noc(C)c1NC(=O)N(C)C[C@H]1Oc2c(NS(=O)(=O)c3ccc(F)cc3)cccc2C(=O)N([C@H](C)CO)C[C@H]1C	9.3	-43.0
COc1ccc(CN(C)C[C@@H]2Oc3ccc(NC(=O)NC4CCCCC4)cc3C(=O)N([C@H](C)CO)C[C@@H]2C)cc1	-0.3	3.9
O=C(N/N=C/C(Br)=C/c1ccccc1)c1ccccc1O	30.7	-56.6
C[C@H](CO)N1C[C@H](C)[C@@H](CN(C)Cc2ccc(C(F)(F)F)cc2)Oc2ccc(NS(=O)(=O)c3ccccc3)cc2C1=O	-11.0	47.4
C[C@@H]1CN([C@@H](C)CO)C(=O)c2cc(NS(=O)(=O)c3cccs3)ccc2O[C@@H]1CN(C)Cc1ccc(Oc2ccccc2)cc1	-20.4	2.5
COc1ccc(CN(C)C[C@H]2Oc3ccc(NC(=O)NC4CCCCC4)cc3CC(=O)N([C@@H](C)CO)C[C@@H]2C)cc1	13.1	39.3
C[C@@H]1CN([C@H](C)CO)C(=O)c2cccc(NC(=O)C3CCCCC3)c2O[C@@H]1CN(C)S(=O)(=O)c1cn(C)cn1	8.9	32.5
C[C@@H]1CN([C@@H](C)CO)C(=O)c2cccc(NC(=O)Nc3ccccc3)c2O[C@H]1CN(C)S(=O)(=O)c1ccccc1	8.9	10.7
Cc1noc(C)c1S(=O)(=O)Nc1ccc2c(c1)C(=O)N([C@H](C)CO)C[C@@H](C)[C@H](CN(C)Cc1ccc(C(=O)Nc3ccccc3N)cc1)O2	-7.0	51.7
Cc1noc(C)c1NC(=O)N(C)C[C@@H]1Oc2ncc(Br)cc2C(=O)N([C@H](C)CO)C[C@@H]1C	x	-5.2
Cc1ccc(S(=O)(=O)N(C)C[C@@H]2Oc3c(NC(=O)Nc4ccccc4)cccc3C(=O)N([C@@H](C)CO)C[C@H]2C)cc1	42.9	-5.5
COc1ccc(NC(=O)Nc2ccc3c(c2)C(=O)N([C@@H](C)CO)C[C@H](C)[C@H](CN(C)C(=O)Nc2ccccc2)O3)cc1	6.2	14.9

Some of these compounds in order of formula weight, high to low.
SMILES	INS-1E ATP HTS	T cruzi HTS
Cc1noc(C)c1S(=O)(=O)Nc1ccc2c(c1)C(=O)N([C@H](C)CO)C[C@@H](C)[C@H](CN(C)Cc1ccc(C(=O)Nc3ccccc3N)cc1)O2	-7.0	51.7
Cc1noc(C)c1NC(=O)N(C)C[C@@H]1Oc2ncc(Br)cc2C(=O)N([C@H](C)CO)C[C@@H]1C	x	-5.2
O=C(N/N=C/C(Br)=C/c1ccccc1)c1ccccc1O	30.7	-56.6

Looked up above.
`C[C@H]1CN([C@@H](C)CO)C(=O)c2cc(NC(=O)c3ccncc3)ccc2O[C@H]1CN(C)CC1CCCCC1` in INS-1E ATP HTS: -2.9
`Cc1ccc(S(=O)(=O)N(C)C[C@@H]2Oc3c(NC(=O)Nc4ccccc4)cccc3C(=O)N([C@@H](C)CO)C[C@H]2C)cc1` in T cruzi HTS: -5.5

(continued)
SMILES	INS-1E ATP HTS	T cruzi HTS
C[C@@H]1CN([C@H](C)CO)C(=O)c2cc(NC(=O)Cc3ccccc3)ccc2O[C@H]1CN(C)C(=O)Nc1ccc(C(F)(F)F)cc1	-8.4	-4.3
COc1ccc(S(=O)(=O)N(C)C[C@H]2OCCCC[C@@H](C)Oc3ccc(NC(=O)Nc4c(C)noc4C)cc3C(=O)N([C@H](C)CO)C[C@@H]2C)cc1	2.2	-7.2
COc1ccc(NC(=O)N(C)C[C@H]2Oc3c(NC(=O)Nc4ccc5c(c4)OCO5)cccc3C(=O)N([C@@H](C)CO)C[C@@H]2C)cc1	-0.2	0.8
C[C@H](CO)N1C[C@H](C)[C@H](CN(C)C(=O)Nc2ccc(-c3cccs3)cc2)OCc2cn(nn2)CCCC1=O	x	-18.4
C[C@H]1CN([C@@H](C)CO)C(=O)c2cc(NS(=O)(=O)c3ccc(Cl)cc3)ccc2O[C@@H]1CN(C)C	3.7	-17.0
COc1ccc(S(=O)(=O)N(C)C[C@H]2Oc3ccc(NS(=O)(=O)c4cccs4)cc3C(=O)N([C@H](C)CO)C[C@@H]2C)cc1	1.0	-7.6
C[C@@H]1CCCCO[C@H](CN(C)C(=O)Nc2cccc3ccccc23)[C@@H](C)CN([C@H](C)CO)C(=O)c2cc(NC(=O)Nc3cccc4ccccc34)ccc2O1	-5.5	15.8
COc1ccc(CN(C)C[C@H]2Oc3ccc(NS(=O)(=O)c4ccc(OC)cc4)cc3CC(=O)N([C@@H](C)CO)C[C@H]2C)cc1	-8.8	40.9
Cc1noc(C)c1NC(=O)Nc1ccc2c(c1)C(=O)N([C@@H](C)CO)C[C@@H](C)[C@H](CN(C)S(=O)(=O)c1ccc(Cl)cc1)O2	0.8	3.6
C[C@@H]1CCCCO[C@@H](CN(C)C(=O)CCC(F)(F)F)[C@@H](C)CN([C@H](C)CO)C(=O)c2cc(NS(=O)(=O)c3ccccc3)ccc2O1	0.0	-2.6
CC(C)NC(=O)N(C)C[C@@H]1Oc2c(NC(=O)c3ccncc3)cccc2C(=O)N([C@@H](C)CO)C[C@H]1C	21.1	-18.1
CC(C)NC(=O)Nc1cccc2c1O[C@H](CN(C)CC1CCCCC1)[C@H](C)CN([C@H](C)CO)C2=O	-7.4	-12.0
CC(C)(C)OC(=O)Nc1cccc(/C=N/NC(=O)c2ccccn2)c1	0.8	13.0
C[C@H](CO)N1C[C@H](C)[C@@H](CN(C)Cc2ccc(C(F)(F)F)cc2)Oc2c(NC(=O)C3CCOCC3)cccc2C1=O	0.4	7.6
C[C@@H]1CN([C@H](C)CO)C(=O)c2cccc(NC(=O)C3CCCCC3)c2O[C@@H]1CN(C)Cc1ccc(Cl)c(Cl)c1	-23.4	27.9

Molecules from the list above with a tert-butyl group:
SMILES	INS-1E ATP HTS	T cruzi HTS
CC(C)(C)OC(=O)N1CCC[C@H]1/C=N/NC(=O)c1ccccc1O	-1.6	-8.3
CC(C)(C)OC(=O)Nc1cccc(/C=N/NC(=O)c2ccccn2)c1	0.8	13.0

Further structures follow.
SMILES	INS-1E ATP HTS	T cruzi HTS
C[C@H](CO)N1C[C@H](C)[C@H](CN(C)Cc2ccc(C(=O)O)cc2)Oc2ccc(NC(=O)Cn3cnnn3)cc2C1=O	7.8	1.6
C[C@@H]1CN([C@H](C)CO)C(=O)CCCn2nncc2CO[C@@H]1CN(C)C	x	-14.3
C[C@@H]1CN([C@@H](C)CO)C(=O)Cc2cc(NC(=O)CCCCCC(=O)Nc3ccccc3N)ccc2O[C@@H]1CN(C)Cc1ccccc1	7.1	12.0
COc1ccc(NC(=O)N(C)C[C@@H]2Oc3ccc(NC(=O)Cc4cn(C)c5ccccc45)cc3C(=O)N([C@H](C)CO)C[C@H]2C)cc1	x	-4.3
C[C@H](CO)N1C[C@H](C)[C@H](CN(C)S(=O)(=O)c2ccccc2)Oc2c(NC(=O)CCCCCC(=O)Nc3ccccc3N)cccc2C1=O	2.1	58.6*
Cc1ccc(S(=O)(=O)Nc2ccc3c(c2)CC(=O)N([C@H](C)CO)C[C@H](C)[C@H](CN(C)S(C)(=O)=O)O3)cc1	4.8	8.3
C[C@H](CO)N1C[C@H](C)[C@H](CN(C)CC2CCCCC2)Oc2ccc(NC(=O)Nc3ccc4c(c3)OCO4)cc2CC1=O	4.0	1.9
CC(C)NC(=O)N(C)C[C@@H]1Oc2ccc(NS(C)(=O)=O)cc2CC(=O)N([C@@H](C)CO)C[C@@H]1C	4.2	-1.8
CC(C)NC(=O)Nc1ccc2c(c1)C(=O)N([C@H](C)CO)C[C@H](C)[C@H](CN(C)C)O2	x	-11.0
C[C@@H]1CN([C@H](C)CO)C(=O)c2cccc(NC(=O)c3ccncc3)c2O[C@@H]1CN(C)Cc1ccc(Oc2ccccc2)cc1	-15.9	81.0*
CCOc1cc(/C=N/NC(=O)CCCCCCC(=O)Nc2ccccc2O)ccc1O	-3.0	8.5
C[C@@H]1CN([C@@H](C)CO)C(=O)c2cccc(NC(=O)c3ccc(-c4nccs4)cc3)c2O[C@@H]1CN(C)Cc1ccc(C(=O)O)cc1	2.6	-23.1
Cc1noc(C)c1S(=O)(=O)Nc1ccc2c(c1)CC(=O)N([C@H](C)CO)C[C@@H](C)[C@H](CN(C)C(=O)Nc1cccc3ccccc13)O2	4.6	-19.3
C[C@H]1CN([C@@H](C)CO)C(=O)c2cc(NS(=O)(=O)c3ccc(Cl)cc3)ccc2O[C@H]1CN(C)Cc1ccc(C(=O)O)cc1	x	-3.2
C[C@@H]1CN([C@H](C)CO)C(=O)c2cccc(N(C)C)c2O[C@@H]1CN(C)S(C)(=O)=O	10.9	-17.8
C[C@H](CO)N1C[C@H](C)[C@@H](CN(C)S(=O)(=O)c2cccs2)Oc2ccc(NS(C)(=O)=O)cc2C1=O	9.1	-7.9
C[C@H](CO)N1C[C@H](C)[C@H](CN(C)C(=O)Nc2ccc(C(F)(F)F)cc2)Oc2c(NC(=O)c3ccc(-c4nccs4)cc3)cccc2C1=O	-55.3	u
COc1ccc(S(=O)(=O)N(C)C[C@@H]2Oc3ccc(NC(=O)Cc4cn(C)c5ccccc45)cc3CC(=O)N([C@H](C)CO)C[C@@H]2C)cc1	-5.4	16.3
C[C@H](CO)N1C[C@H](C)[C@@H](CN(C)S(=O)(=O)c2ccccc2)Oc2ccc(NS(=O)(=O)c3cn(C)cn3)cc2C1=O	0.7	-29.9
CC(C)NC(=O)N(C)C[C@H]1OCCCC[C@@H](C)Oc2ccc(NC(=O)CCC(F)(F)F)cc2C(=O)N([C@H](C)CO)C[C@@H]1C	7.1	-15.5
COc1ccc(NC(=O)Nc2ccc3c(c2)C(=O)N([C@H](C)CO)C[C@H](C)[C@@H](CN(C)Cc2ccc(C(=O)O)cc2)OCCCC[C@@H](C)O3)cc1	17.0	-29.8
Cc1noc(C)c1NC(=O)N(C)C[C@H]1Oc2ccc(NC(=O)Cc3cn(C)c4ccccc34)cc2CC(=O)N([C@H](C)CO)C[C@H]1C	5.3	-7.8
C[C@@H]1CN([C@H](C)CO)C(=O)c2cc(NS(C)(=O)=O)ccc2O[C@H]1CN(C)C(=O)Nc1cccc2ccccc12	5.4	-19.2
C[C@H](CO)N1C[C@H](C)[C@@H](CN(C)Cc2ccc(C(F)(F)F)cc2)Oc2ccc(NC(=O)Nc3ccccc3)cc2C1=O	-2.7	18.3
COc1ccc(S(=O)(=O)N(C)C[C@@H]2Oc3ccc(NS(=O)(=O)c4cn(C)cn4)cc3C(=O)N([C@@H](C)CO)C[C@H]2C)cc1	2.2	10.7
C[C@@H]1CN([C@H](C)CO)C(=O)c2cccc(NS(=O)(=O)c3ccccc3)c2O[C@@H]1CN(C)C(=O)Nc1ccc2c(c1)OCO2	-1.7	-19.9
